Compound activity deposited in PubChem by Broad Institute.
ERp5 inh: inhibitors of ERp5-driven insulin aggregation, primary screen, biochemical, turbidity, absorbance 650 nm, single point | actives 0.05% (n = 350,000) | inhibition, % at 9.99 µM | 90 min | Protein disulfide-isomerase A6 (Homo sapiens), Q15084;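 active = mean replicate inhibition above about 25%, with every replicate also reaching it, limit read from the data, passing the limit was not always enough; inconclusive = only one of those two criteria met; inactive = neither criterion met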
Target sequence (Q15084 whole entry, looked up): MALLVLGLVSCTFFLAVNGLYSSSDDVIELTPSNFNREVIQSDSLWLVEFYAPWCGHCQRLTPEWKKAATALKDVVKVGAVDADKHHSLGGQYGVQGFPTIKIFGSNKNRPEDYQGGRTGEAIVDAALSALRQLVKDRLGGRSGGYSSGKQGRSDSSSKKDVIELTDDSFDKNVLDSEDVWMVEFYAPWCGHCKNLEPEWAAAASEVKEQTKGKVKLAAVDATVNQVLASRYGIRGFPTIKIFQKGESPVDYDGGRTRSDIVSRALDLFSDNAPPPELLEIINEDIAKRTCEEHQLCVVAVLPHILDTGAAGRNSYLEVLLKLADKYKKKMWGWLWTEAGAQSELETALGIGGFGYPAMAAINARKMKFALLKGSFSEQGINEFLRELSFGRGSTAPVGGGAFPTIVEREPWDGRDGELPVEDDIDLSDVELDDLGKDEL
E-sel inducer: E-selectin induction in HUVECs, primary screen, imaging, HUVEC, immunofluorescence imaging, single point; P16581; normalized: neutral wells 0, TNF-alpha wells 100; activation, % at 7.58 µM; actives 0.37% (n = 260,000);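 active = mean E-selectin-positive cell signal at least 10% of the positive control, reached in at least 60% of replicates, without over 20% cell loss; inconclusive = no rule given, readout overlaps actives, possibly toxicity-flagged; inactive = the rest, including those meeting only one limit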;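 also: in these data hits start at about 27%; measured in HUVEC primary endothelial cells; signal is the percent of cells scored E-selectin positive by PE staining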
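Test system: HUVEC | Signal: Immunofluorescence imaging | Read-out: Percent E-selectin-positive cells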
Statin myotox sup: suppressors of statin myotoxicity in C2C12 myotubes, primary screen, cell-based, single point, plate reader. actives 0.78% (n = 330,000). rescue of ATP level, % at 7.49 µM. C2C12 myotubes + simvastatin, ATP luminescence, 48 h; scaled: DMSO 0, geranylgeraniol control 100. AID 602340, 2012;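 active = mean ATP rescue above about 67%, or every replicate alone reaching that limit, limit read from the data, passing the limit was not always enough; inconclusive = no clear call, values can overlap the other calls; inactive = mean under the limit and some replicate under it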;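 also: myotubes were challenged with 10 µM simvastatin during compound exposure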
DENV2 CPE: inhibitors of DENV2 cytopathic effect, primary screen, cell-based, plate reader, single concentration; actives 1.7% (n = 350,000); CPE inhibition, % at 9.99 µM; DENV2-infected cells, cytopathic effect rescue; in the data active = CPE inhibition above about 20%, passing the limit was not always enough; inconclusive = no clear call, values can overlap the other calls; tested in BHK-21 cells;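 also: 0% = median of neutral control wells and 100% = median of positive control wells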
S100A4 inh HTS: inhibitors of S100A4-myosin IIA peptide binding, primary screen, biochemical, fluorescence polarization, TAMRA-MyoIIA peptide | inhibition, % at 10.7 µM | actives 0.14% (n = 360,000) | AID 652163, 2013;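 active = mean inhibition of at least 70% across replicates, with every replicate also reaching that level; inconclusive = mean inhibition reaches 70% but some replicates fall short; inactive = mean inhibition below 70%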
Target sequence (P26447 whole entry, looked up): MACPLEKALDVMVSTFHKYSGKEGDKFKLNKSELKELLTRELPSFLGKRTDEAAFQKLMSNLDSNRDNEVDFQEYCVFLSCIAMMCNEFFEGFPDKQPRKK
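assay system = human S100A4 monomer with TAMRA-labelled myosin IIA peptide | also added = labelled myosin peptide probe, 5 nM | incubation = 5 min between mix addition and reading | control set = DMSO and TFP controls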
SIRT5 inh: SIRT5 desuccinylase inhibitors, primary screen, biochemical, fluorescence imaging, single point, set 5; Purified SirT5, succinyl-peptide AMC, trypsin-coupled fluorescence; NAD-dependent protein deacylase sirtuin-5, mitochondrial (Homo sapiens), Q9NXA8; AID 652115, 2013; inhibition, % at 15 µM; actives 1.1% (n = 330,000); in the data active = inhibition above about 15%; inconclusive = no clear call, values can overlap the other calls
Target sequence (Q9NXA8 whole entry, looked up): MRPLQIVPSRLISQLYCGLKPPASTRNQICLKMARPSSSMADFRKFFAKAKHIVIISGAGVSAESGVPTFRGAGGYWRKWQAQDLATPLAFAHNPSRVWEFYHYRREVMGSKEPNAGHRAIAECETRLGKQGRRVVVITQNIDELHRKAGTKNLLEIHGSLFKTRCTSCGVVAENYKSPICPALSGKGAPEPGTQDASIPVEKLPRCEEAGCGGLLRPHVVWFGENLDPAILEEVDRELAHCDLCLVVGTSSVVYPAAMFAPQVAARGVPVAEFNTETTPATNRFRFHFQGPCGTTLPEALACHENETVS
PglD inh: C. jejuni PglD acetyltransferase inhibitors, primary screen, biochemical, DTNB colorimetric, single point; purified PglD enzyme, DTNB colorimetric CoA detection; inhibition, % at 12.5 µM; AID 602405, 2012; actives 0.098% (n = 360,000); in the data active = inhibition above about 16%, passing the limit was not always enough; inconclusive = no clear call, values can overlap the other calls; also: strong numbers were not always called active
Active calls of the source: *; ? = inconclusive; . = no result given.

SMILES	ERp5 inh	E-sel inducer	Statin myotox sup	DENV2 CPE	S100A4 inh HTS	SIRT5 inh	PglD inh
COc1ccc(-c2c(-c3ccc(OCC(=O)NN)cc3O)n[nH]c2C)cc1	1	1.4	.	0	-5	-1	.
Cc1ccc(S(=O)(=O)N2CCC(C(=O)N[C@@H](C)C(=O)Nc3ccc(F)cc3)CC2)cc1	2	.	-15	-2	2	0	2
CCC(=O)Nc1ccc2c(c1)OC[C@@H](C)N(C(=O)CN1CCOCC1)C[C@H](C)[C@@H](OC)CN(C)C2=O	1	-0.2	-17	12	2	-1	-1
COc1ccc(S(=O)(=O)N(C)C[C@H]2OCCCC[C@H](C)Oc3ccc(NC(=O)C4CCCCC4)cc3C(=O)N([C@H](C)CO)C[C@@H]2C)cc1	-2	0.0	.	5	-1	1	-1
CCOc1c(Br)cc(C(=O)NCCCn2ccnc2)cc1OC	1	.	0	?	-4	1	4
COC(=O)c1nn(-c2ccc(OC)cc2)ccc1=O	3	.	.	-2	-1	8	.
C[C@@H]1CCCCO[C@H](CN(C)Cc2ccccc2)[C@H](C)CN([C@H](C)CO)C(=O)c2cc(NC(=O)Nc3ccc(C(F)(F)F)cc3)ccc2O1	3	-0.2	.	-20	4	-2	0
Cc1ccc(S(=O)(=O)N(CC(=O)Nc2cccc([N+](=O)[O-])c2)C(=O)N2CCN(C)CC2)cc1	6	1.3	.	2	-4	-2	.
O=C(O)c1cccc(NC(=O)c2ccccc2NC(=O)c2cccc([N+](=O)[O-])c2)c1	0	.	3	1	6	-5	-3
COc1cccc(CN2[C@H](CO)[C@@H]3c4ccccc4N(C(=O)c4ccncc4)C[C@@H]32)c1	0	0.3	-3	-8	3	0	4
C[C@@H]1CCCCO[C@H](CN(C)S(=O)(=O)c2ccccc2)[C@@H](C)CN([C@H](C)CO)C(=O)c2cc(NC(=O)NC3CCCCC3)ccc2O1	-3	-0.1	.	-4	0	-4	-4
COC(=O)c1ccc(C[n+]2ccccc2)cc1	3	.	-5	1	3	0	11
C[C@H](CO)N1C[C@H](C)[C@H](CN(C)C(=O)Nc2ccc3c(c2)OCO3)OCCCC[C@H](C)Oc2ccc(NC(=O)CCCCCC(=O)Nc3ccccc3N)cc2C1=O	4	1.3	.	9	-3	4	-2
CCCNC(=O)N1[C@H](CO)[C@@H](c2ccccc2-c2ccc(OC)cc2)[C@@H]1C#N	-2	-0.2	.	-6	-3	1	.
COc1ccc(C=O)cc1Cn1ccnc1C	2	.	.	20	-5	0	.
CC(C)Sc1nc(N2CCOCC2)c2c(c1C#N)CC(C)(C)SC2	5	.	0	-3	4	0	2
Cn1cccc([N+](=O)[O-])c1=O	0	0.2	.	-1	-1	.	.
O=C(Cn1nnc2ccccc2c1=O)N[C@H](C(=O)O)c1ccccc1	2	1.9	-1	.	-1	-3	.
Cc1nn(Cc2c(F)c(F)c(F)c(F)c2F)c(C)c1NC(=O)c1nn(C)cc1Br	1	-0.4	-3	-1	0	2	6
Cc1cc(O)ccc1NC(=O)c1ccccc1	-2	.	2	10	-1	1	.
COc1ccc(CNC(=O)CN(c2ccc(C)cc2)S(=O)(=O)c2c(C)noc2C)cc1	3	-0.1	-5	-4	-3	9	0
CC(C)(C)NC(=O)C(c1ccncc1)N(C(=O)C1CSC(=O)C1)c1ccccc1 (stereo not drawn)	-1	-0.5	7	11	-7	-2	-1
O=C(NN1CCOCC1)c1ccccc1NS(=O)(=O)c1ccc(F)cc1F	3	.	-4	-3	-1	0	1
Cc1c(C(=O)NCc2ccc3c(c2)OCO3)cccc1[N+](=O)[O-]	-3	-2.3	.	2	4	-7	.
Cc1ccc(C(=O)Nc2ccc3ccccc3c2)cc1	-4	0.1	-33	-2	1	-3	0
C[n+]1cccc(C2C(C#N)=C(N)Oc3c2ccc2ccccc32)c1 (stereo not drawn)	2	2.4	.	0	-21	-4	-2
Cc1ccc(S(=O)(=O)NCC(=O)NNC(=O)c2ccccc2Cl)cc1C	-3	.	1	-1	-2	-2	3
C[C@H]1CN([C@@H](C)CO)C(=O)c2cc(NS(=O)(=O)c3ccc(Cl)cc3)ccc2O[C@H]1CN(C)S(=O)(=O)c1cccs1	-1	-0.1	?	22*	-24	1	0
CCc1cc(CNC(=O)c2cccc(OC3CCN(S(C)(=O)=O)CC3)c2)on1	6	.	-3	-3	2	-5	-6
CCN(CC(=O)NCc1cccs1)C(=O)COc1ccccc1C#N	-1	.	-1	?	-6	-7	-4
Cc1ccc(S(C)=O)cc1-n1c(=O)n(Cc2ccccc2)c(=O)c2[nH]cnc21 (stereo not drawn)	0	0.3	-8	1	1	-5	-1
COc1ccc(CCNC(=O)CCC(=O)n2ncc3cc(C)ccc32)cc1OC	2	-0.1	7	-1	36	1	3
COc1ccc(-c2ccc(=O)n(CC(=O)Nc3nnc(C(C)C)s3)n2)cc1OC	.	-0.4	12	.	.	.	3
CC(=O)c1cn(-c2ccc([N+](=O)[O-])cc2)c(=O)n(C)c1=O	.	.	.	4	17	-6	-3
Cc1ccc(-n2nc3c(=O)n(C(C)C(=O)NCc4ccc(Cl)cc4)nc(C)c3c2C)cc1 (stereo not drawn)	0	-0.4	-10	-1	3	0	2
C=CCNC(=O)C(=O)NCC(c1ccc2c(c1)OCO2)N1CCN(c2ccc(F)cc2)CC1 (stereo not drawn)	5	.	10	6	6	-5	2
Cc1ccc(C(=O)NCCNC(=O)c2ccc(F)cc2)cn1	4	.	50	7	0	0	4
C[C@@H]1CN([C@H](C)CO)C(=O)c2cccc(NC(=O)Nc3ccc4c(c3)OCO4)c2O[C@@H]1CN(C)C(=O)Nc1ccc2c(c1)OCO2	-5	1.0	15	0	0	3	-1
COc1cccc(OC)c1C(=O)NCCc1ccccc1	-1	.	.	?	28	5	.
COc1ccc(N(C(=O)c2cccnc2)S(=O)(=O)c2ccccc2)cc1	-2	.	9	-19	0	-2	-9
C[C@@H]1CN([C@H](C)CO)C(=O)c2cc(C#Cc3ccccn3)cnc2O[C@H]1CN(C)Cc1cncnc1	-1	-0.3	35	7	16	0	4
COc1ccc(S(=O)(=O)Nc2ccccc2OC)cc1N=Nc1c(O)[nH]c(=S)[nH]c1=O	-1	0.2	-1	-3	6	0	5
O=C(Nc1cccc(F)c1)Nc1ccc(Cl)cn1	3	0.0	0	-5	2	0	-6
O=C(C[C@@H]1C=C[C@@H](NS(=O)(=O)c2ccccc2)[C@@H](CO)O1)NCCN1CCCCC1	4	-0.2	-4	-1	-6	0	1
COc1ccc(CNC(=O)CC[C@H]2O[C@@H](n3cnc4c(NC(=O)c5ccccc5)ncnc43)[C@H](O)[C@@H]2O)cc1	1	0.0	4	?	-5	-4	3
CNC[C@@H]1Oc2ccc(NS(=O)(=O)c3cn(C)cn3)cc2CC(=O)N([C@H](C)CO)C[C@@H]1C	-1	-0.1	-14	-4	4	-3	1
Cc1nc(N)sc1-c1csc(Nc2ccc(S(N)(=O)=O)cc2)n1	2	.	-3	1	-2	-3	4
Cc1nc(-c2nnc(-c3ccccc3)o2)c(C(F)(F)F)o1	-1	.	-2	-2	-3	2	-3
Cc1noc(C)c1NC(=O)N(C)C[C@@H]1Oc2c(NS(=O)(=O)c3ccc(Cl)cc3)cccc2C(=O)N([C@H](C)CO)C[C@@H]1C	12	-0.3	.	?	3	6	-3
COc1ccccc1S(=O)(=O)N(C)C[C@H]1Oc2ncc(Br)cc2C(=O)N([C@@H](C)CO)C[C@H]1C	1	-0.5	3	4	-4	-1	0
CC(C)NC(=O)N(C)C[C@@H]1Oc2ncc(-c3ccccc3)cc2C(=O)N([C@H](C)CO)C[C@@H]1C	-2	-0.2	25	-2	-3	-1	7
CCCCOCCCNC(=S)Nc1ccc(S(=O)(=O)N2CCOCC2)cc1	0	.	-9	-1	-2	-3	10
CCCNC(=O)C[C@H]1CC[C@H]2[C@H](COc3ccc(NC(=O)c4cc(F)cc(F)c4)cc3C(=O)N2C)O1	.	0.1	-8	-4	.	.	1
O=C1CC(c2ccccc2)CC(O)=C1C=NCc1ccccc1 (stereo not drawn)	0	.	0	-2	-2	2	-6
COc1ccccc1N1CCN(C(c2cccs2)c2nnnn2C2CCCC2)CC1 (stereo not drawn)	4	.	-4	6	11	-14	1
CCCOCCOC(=O)c1[nH]c2c(c1C)C(=O)CC(c1cc(OC)ccc1OC)C2 (stereo not drawn)	-5	0.5	-33	4	5	-3	-1
Cc1ccc(CC(=O)Nc2ccc([N+](=O)[O-])cc2C)cc1	1	.	.	3	1	-1	.
C[C@@H]1CN([C@H](C)CO)C(=O)c2cc(C#CC3(O)CCCC3)cnc2O[C@@H]1CN(C)C(=O)C1CCC1	2	-0.3	30	.	0	-2	-5
Cc1ccc(/C=N\NC(=O)/C(=C\Nc2nccc(C)n2)NC(=O)c2ccccc2)cc1	-1	0.5	-9	8	-6	2	4
CC1(C)Cc2ccccc2-c2nnc(SCc3ccccc3)n21	-9	.	-2	1	-2	-2	-4

Four of the entries above in order of their number in S100A4 inh HTS, largest number first.
SMILES	ERp5 inh	DENV2 CPE	S100A4 inh HTS	SIRT5 inh	PglD inh
C=CCNC(=O)C(=O)NCC(c1ccc2c(c1)OCO2)N1CCN(c2ccc(F)cc2)CC1 (stereo not drawn)	5	6	6	-5	2
C[C@@H]1CN([C@H](C)CO)C(=O)c2cc(C#CC3(O)CCCC3)cnc2O[C@@H]1CN(C)C(=O)C1CCC1	2	.	0	-2	-5
CCCCOCCCNC(=S)Nc1ccc(S(=O)(=O)N2CCOCC2)cc1	0	-1	-2	-3	10
C[n+]1cccc(C2C(C#N)=C(N)Oc3c2ccc2ccccc32)c1 (stereo not drawn)	2	0	-21	-4	-2

(next part)
SMILES	ERp5 inh	E-sel inducer	Statin myotox sup	DENV2 CPE	S100A4 inh HTS	SIRT5 inh	PglD inh
CCCCn1c(N)c(N(CC(C)C)C(=O)CCNC(=O)c2ccc(Cl)cc2)c(=O)[nH]c1=O	14	.	.	12	0	-1	.
C[C@@H]1CN([C@@H](C)CO)C(=O)c2cc(NC(=O)CCCCCC(=O)Nc3ccccc3N)ccc2O[C@@H](C)CCCCO[C@@H]1CN(C)CC1CCCCC1	11	0.4	.	3	-43	10	2
CCC(=O)N1CCCc2cc(S(=O)(=O)CCC(=O)Nc3ccccc3C)ccc21	-18	-0.8	8	-5	-9	-1	-2
Cc1ccc(NC(=O)C2CC(Cl)=CCC2C(=O)O)c([N+](=O)[O-])c1 (stereo not drawn)	3	-1.2	.	-7	-1	-1	.
CCOc1ccc(-n2nnnc2SCC(=O)NC2CCCC2)cc1	1	-0.1	3	?	-3	1	-1
CCOc1ccc(CCN2C(=O)C(=O)N([C@@H](CC(C)C)CN3CCC[C@@H]3CN3C(=O)C(=O)NC[C@@H]3Cc3ccccc3)C[C@@H]2Cc2ccc(O)cc2)cc1	2	-0.7	15	7	6	-2	0
CN(CC(=O)NCCc1ccc(S(N)(=O)=O)cc1)c1ccccc1	7	.	.	-1	0	0	.
C[C@H](O)C#Cc1ccc2c(c1)O[C@H](CN(C)Cc1ccccc1)[C@H](C)CN([C@@H](C)CO)S2(=O)=O	-2	0.4	15	-2	-5	-1	3
CCCN1CCN(CCCNC(=O)CN2C(=O)c3cccnc3Oc3ccc(Cl)cc32)CC1	4	-0.6	0	-2	-3	-5	3
Cc1ccccc1C(=O)Oc1ccccc1C(=O)N1CCOCC1	.	-1.2	1	.	.	.	2
CC1(Cc2ccccc2Cl)C(=O)Nc2cc(-c3ccccc3Cl)ccc21 (stereo not drawn)	-3	-0.3	6	-6	0	.	-3

Not all compounds are listed, so the mix of outcomes need not match the whole.
